Vif imaging = HIV Vif inhibition. inhibition, % at 7.49 µM. HEK293T cells, Vif self-association by quenched fluorescence, imaging, 24 h. hit rate 0.35% among 340,000. AID 602346; in the data active means inhibition above about 50%, passing the limit was not always enough; further: some results filed as inactive read as strong as hits
iPSC survival up = increases survival of single human iPS cells. hiPSC single-cell survival, ATPlite luminescence; 100% = ROCK inhibitor wells, 0% = DMSO. survival enhancement, % at 20 µM. hit rate 0.044% among 360,000. AID 602274; in the data active means survival enhancement above about 18%;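 further: cells exposed to compounds for 16 hours before the ATP read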
Granule exo inh = lytic granule exocytosis inhibition | TALL-104 LAMP-1 surface exposure, flow cytometry; cells stimulated with thapsigargin and PMA | inhibition, % at 10 µM | hit rate 0.66% among 360,000;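 active means inhibition above about 55%, limit read from the data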
NR2E3 ag-1 = agonists of human NR2E3 nuclear receptor. inhibition of corepressor binding, % at 3.98 µM. Q9Y5X4. hit rate 0.35% among 360,000. AID 602229. CHO-S Gal4-NCOR/VP16-NR2E3 two-hybrid, luciferase;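 active means inhibition above the mean of all tested compounds plus 3 SD, cut at about 70% in these data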;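 further: 0% = DMSO with NR2E3 transfected cells and 100% = cells lacking NR2E3 construct; higher means lower luciferase signal from less NR2E3 corepressor binding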
Target sequence (Q9Y5X4 whole entry, looked up, the tested form may be a part): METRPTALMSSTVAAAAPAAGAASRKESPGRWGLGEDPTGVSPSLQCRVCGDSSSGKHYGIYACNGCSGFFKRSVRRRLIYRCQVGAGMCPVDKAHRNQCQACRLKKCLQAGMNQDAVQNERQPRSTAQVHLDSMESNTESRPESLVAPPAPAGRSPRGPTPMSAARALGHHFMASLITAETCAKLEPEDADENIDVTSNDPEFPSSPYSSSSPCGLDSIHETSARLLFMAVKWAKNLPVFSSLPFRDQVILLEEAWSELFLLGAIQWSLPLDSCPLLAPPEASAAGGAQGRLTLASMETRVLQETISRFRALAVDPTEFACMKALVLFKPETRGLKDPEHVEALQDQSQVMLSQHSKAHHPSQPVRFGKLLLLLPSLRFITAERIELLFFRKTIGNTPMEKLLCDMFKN
HIF-2a block = inhibitors of HIF-2a. 786-0 RCC cells HIF-2a reporter, luciferase luminescence, overnight. inhibition, % at 18.8 µM. hit rate 0.72% among 360,000;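 active means inhibition of the luminescence signal of 40% or more relative to plate controls, in a single-dose primary screen at 18.75 µM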
Peg3 prom inh = reduces Peg3 promoter-driven luciferase expression in HeLa; HeLa PEG-Prom luciferase reporter, luminescence, overnight; inhibition, % at 20 µM; hit rate 1.7% among 360,000; AID 588405;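 active means inhibition of at least 50% at 20 µM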
CaV13 ICDI inh = Disruptors of the CACNA1D IQ motif to Ca2+-dependent inactivation inhibitor domain association, primary screening, Förster resonance energy transfer in intact living … | hit rate 0.098% among 340,000 | AID 743397 | inhibition, % at 12.3 µM | HEK cells, CFP/YFP FRET ICDI-IQ, plate reader, 10 min; percent FRET-ratio fall versus neutral wells;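 active means mean replicate inhibition of at least 30% and at least 1% of replicates passing that level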;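 further: 0% = median of the neutral control wells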
TRPM1 prom inh = MITF TRPM1 promoter inhibition in SK-MEL-5 cells. SK-MEL-5 TRPM1 promoter luciferase, 24 h. AID 488899. hit rate 0.83% among 330,000. inhibition, % at 12.5 µM;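 active means mean inhibition across replicates of 60% or more, whatever share of single replicates reaches that level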; further: values of inactives mirror those of a sister screen read the other way
aDG glyco up = alpha-DG glycosylation activation. activation, % at 10 µM. Pro5-aDG cells, alpha-DG glycosylation AlphaScreen (IIH6); 0% Pro5, 100% B10-LARGE cell signal. hit rate 0.22% among 360,000;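 active means activation of at least 8% versus controls, or a plate z-score of at least 8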;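 further: Pro5 are CHO cells carrying HIG-tagged alpha-DG that lacks glycosylation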
NR2E3 ag-2 = agonists of human nuclear receptor NR2E3; hit rate 0.12% among 320,000; GST-NR2E3/biotin-RetCOR TR-FRET, 1536-well; AID 2300; Q9Y5X4; inhibition of corepressor binding, % at 4.78 µM;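 active means percent inhibition above the cutoff of mean plus 3 SD of all tested compounds, set per screening campaign, cut at about 20% in these data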;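 further: 0% = DMSO wells and 100% = biotin wells as full block of FRET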
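System: GST-NR2E3 and biotin-RetCOR proteins; probe or stimulus: 7 nM biotin-RetCOR; doses: compound at 4.8 µM, single dose; schedule: Compound–protein incubation for 5 h at 4 °C; detection: time-resolved FRET; read-out: percent inhibition; controls: biotin wells as high control, 0.6% DMSO wells as low control; format: 1536-well plates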
PDI inh = blocks human protein disulfide isomerase activity; P07237; PDI insulin aggregation turbidity, A650, 90 min; inhibition, % at 10 µM; hit rate 0.052% among 350,000;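 active means mean inhibition across replicates of 30% or more, whatever share of single replicates reach that level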;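 further: absorbance from insulin aggregation driven by PDI reduction with DTT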
Target sequence (P07237 whole entry, looked up): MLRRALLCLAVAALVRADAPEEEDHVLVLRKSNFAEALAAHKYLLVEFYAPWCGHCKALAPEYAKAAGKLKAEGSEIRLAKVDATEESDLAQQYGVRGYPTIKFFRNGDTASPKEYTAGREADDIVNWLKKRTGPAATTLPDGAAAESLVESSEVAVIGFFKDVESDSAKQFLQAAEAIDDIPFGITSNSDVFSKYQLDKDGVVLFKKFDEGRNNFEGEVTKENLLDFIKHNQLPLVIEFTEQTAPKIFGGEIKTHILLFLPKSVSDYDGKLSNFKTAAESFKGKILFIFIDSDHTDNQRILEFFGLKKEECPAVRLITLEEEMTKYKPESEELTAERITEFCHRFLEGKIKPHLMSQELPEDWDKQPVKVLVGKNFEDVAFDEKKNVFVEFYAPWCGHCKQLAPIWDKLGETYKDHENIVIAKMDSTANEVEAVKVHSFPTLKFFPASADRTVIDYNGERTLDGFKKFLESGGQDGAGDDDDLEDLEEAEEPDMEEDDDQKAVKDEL
Numbers without * were called inactive; / = no result given. The order is random (roughly 3.5% active in at least one column).

Structure	Vif imaging	iPSC survival up	Granule exo inh	NR2E3 ag-1	HIF-2a block	Peg3 prom inh	CaV13 ICDI inh	TRPM1 prom inh	aDG glyco up	NR2E3 ag-2	PDI inh
CC(C)C(=O)Nc1ccc(C(=O)CN2C(=O)NC3(CCOc4ccccc43)C2=O)cc1 (stereo not given)	1.9	-0.6	3.1	-12.7	9.7	-0.5	-2.3	11.9	-0.1	0.0	17.4
NS(=O)(=O)c1ccc(CCNc2ncnc3sccc23)cc1	-15.6	-3.0	0.8	12.5	12.8	13.9	-5.1	15.9	1.3	3.4	2.8
OC(CN1CCCCC1)Cn1c2ccccc2c2ccccc21 (stereo not given)	/	0.1	20.3	-21.0	14.1	14.8	-18.2	-4.5	0.0	5.2	1.9
CCc1nc(OCCN(CC)CC)c2oc3ccccc3c2n1	-0.1	1.2	0.5	-22.2	-27.8	-8.2	-4.4	-8.9	-0.1	1.5	8.9
CC1CCCC(C)N1c1nnc(NC(=O)Cn2c(=O)oc3ccccc32)s1 (stereo not given)	/	0.4	0.2	14.3	-0.6	10.7	-6.2	10.1	-0.1	-2.0	15.9
COc1ccc(-c2csc(NC(CO)c3nc4ccccc4n3CCCO)n2)cc1 (stereo not given)	-1.8	-0.7	-5.9	-18.3	20.3	1.8	-8.9	1.0	0.2	-2.3	-0.4
O=C(CNC(=O)c1cccs1)OCC(=O)c1cccs1	-2.1	0.9	-0.9	-29.1	1.3	0.1	-1.5	1.0	0.0	-2.7	1.0
NNc1ccc2nnc(C(F)(F)C(F)(F)C(F)(F)F)n2n1	11.1	0.4	0.6	-20.9	17.8	3.2	1.0	6.0	-0.1	-0.9	-11.9
CC(C)CCN1CCN=C1N(C)C	-9.2	2.6	-1.5	5.3	3.1	2.4	-9.7	-3.3	-0.1	2.1	1.3
O=C(COC(=O)c1cc(Br)ccc1O)NNC(=O)c1ccc(Cl)cc1	10.9	0.1	6.6	-21.7	25.5	8.3	-7.0	10.0	-0.2	-13.6	3.8
Cc1ccc(C(=O)COC(=O)c2cc(Cl)nc3ccccc23)cc1C	-6.4	0.1	2.1	-10.4	-4.8	5.6	-5.3	-8.6	-0.2	0.5	-5.9
COc1cc(N)c(C(=O)c2nccc3cc(OC)c(OC)cc23)cc1OC	0.9	-0.1	-0.1	-4.3	11.8	5.4	-5.7	-3.8	0.1	1.7	9.6
CCOC(=O)C1CCCN(C(=O)c2cc3cc(F)ccc3[nH]2)C1 (stereo not given)	-8.3	1.5	-9.8	2.0	-57.9	-43.1	-4.5	-2.5	0.0	1.4	6.3
Cc1ccc(CN(C(=O)c2ccc(Cl)c([N+](=O)[O-])c2)C2CCS(=O)(=O)C2)o1 (stereo not given)	6.3	-0.2	-1.7	-12.8	-22.0	-7.4	-16.0	20.2	-0.1	0.9	7.7
O=C(Cc1cccs1)NCCc1csc(-c2ccccc2)n1	-3.1	0.3	-2.7	-20.9	-40.1	-16.6	-2.3	-10.1	0.2	-1.2	8.3
COc1cc(/C=C/C(=O)O)ccc1OS(=O)(=O)c1c(C)c(C)cc(C)c1C	1.6	0.4	2.4	15.5	7.6	-0.2	-4.8	-0.2	0.2	1.2	-7.3
CCN1C(=O)/C(=C/c2nc3ccccc3c(=O)[nH]2)c2ccccc21	-5.0	-2.2	17.9	0.7	-15.9	30.0	-2.2	6.3	0.4	3.1	0.8
CCSc1ccc(-c2nn(-c3ccccc3)cc2/C=C(/C#N)C(=O)NC)cc1	-4.6	-0.1	-4.2	-26.8	11.2	11.3	-4.6	-11.0	-0.2	0.0	-7.6
O=C1Cn2c(nc3ccccc32)N1c1cccc(C(F)(F)F)c1	-1.5	0.8	-1.0	12.5	-37.5	-3.2	-5.5	-0.2	-0.1	1.8	1.4
O=[N+]([O-])c1ccc(Oc2cccc3cccnc23)c([N+](=O)[O-])c1	7.8	-0.8	30.2	1.9	41.2*	-4.8	-6.5	10.0	0.6	1.0	6.9
O=C(CN1C(=O)NC2(CCCCCCC2)C1=O)NCc1ccc2c(c1)OCO2	13.6	0.2	-7.0	-15.1	-0.3	-0.5	-4.7	-5.7	0.0	-4.3	-6.8
COc1ccc(CNC(=O)CCNS(=O)(=O)c2ccc3c(c2)oc(=O)n3C)cc1	-1.6	1.4	3.4	-1.8	11.9	-6.0	/	1.8	-0.1	-1.8	4.1
COc1ccc(S(=O)(=O)NCCOc2ccc(Cl)cc2)cc1	6.6	-0.4	-5.1	-9.5	2.5	10.8	-4.6	4.6	0.0	-0.4	-3.3
C/C=C/c1ccc(OCC(=O)O)c(OC)c1	7.2	0.5	-1.3	-30.9	21.7	-2.4	-4.4	2.0	-0.1	-0.2	-5.6
Cc1ccsc1C(=O)N1CCC1(C)C(=O)Nc1ccc2c(c1)OCCO2 (stereo not given)	11.3	-0.3	-9.8	-5.5	11.5	-8.0	-5.3	/	0.3	/	-2.6
CCCc1cc(=O)[nH]c(SCC(=O)N(Cc2ccccc2)C(C)C)n1	7.2	1.9	-1.0	-20.6	11.0	5.8	-3.3	3.2	0.0	1.1	11.5
OCCNc1c2ccccc2nc2c(F)c(F)c(F)c(F)c12	2.3	0.0	-1.8	-16.0	96.9*	100.8*	-5.6	80.6*	-0.4	-1.9	-8.1
CC(C)(O)c1cc2ccc(C#CCCN3C(=O)c4ccccc4C3=O)cc2c(=O)o1	-2.0	-1.1	8.1	-12.5	0.4	-12.6	-12.2	-1.3	0.2	/	-17.8
CC(C)Cn1c(SCC(=O)N2CCc3ccccc3C2)nc(O)cc1=O	12.7	-0.1	-2.7	-44.5	7.5	5.6	-5.0	4.8	0.0	/	9.6
Cc1ccc(S(=O)(=O)NCc2ccccn2)cc1C	22.7	1.8	-0.9	-2.7	12.0	1.0	0.9	-5.7	0.0	-0.5	0.5

Pulled by compound from the entries so far (3):
Structure	Vif imaging	iPSC survival up	Granule exo inh	NR2E3 ag-1	HIF-2a block	Peg3 prom inh	CaV13 ICDI inh	TRPM1 prom inh	aDG glyco up	NR2E3 ag-2	PDI inh
OCCNc1c2ccccc2nc2c(F)c(F)c(F)c(F)c12	2.3	0.0	-1.8	-16.0	96.9*	100.8*	-5.6	80.6*	-0.4	-1.9	-8.1
O=[N+]([O-])c1ccc(Oc2cccc3cccnc23)c([N+](=O)[O-])c1	7.8	-0.8	30.2	1.9	41.2*	-4.8	-6.5	10.0	0.6	1.0	6.9
COc1cc(/C=C/C(=O)O)ccc1OS(=O)(=O)c1c(C)c(C)cc(C)c1C	1.6	0.4	2.4	15.5	7.6	-0.2	-4.8	-0.2	0.2	1.2	-7.3

(continued)
Structure	Vif imaging	iPSC survival up	Granule exo inh	NR2E3 ag-1	HIF-2a block	Peg3 prom inh	CaV13 ICDI inh	TRPM1 prom inh	aDG glyco up	NR2E3 ag-2	PDI inh
CCCCCCc1c(O)nc(SCC(=O)O)[nH]c1=O	4.7	-0.2	12.2	5.8	8.4	2.0	-6.6	/	0.1	-2.5	-12.6
COc1ccc(C2=NN(c3ccccc3)C(c3ccc(OC)c(OC)c3)C2)cc1 (stereo not given)	-3.2	-0.7	-16.1	-42.3	-260.6	-121.0	-2.0	-90.7	0.0	2.6	-16.9
O=C(O)[C@@H]1CCCN1C(=O)c1ccccc1N1C(=O)[C@@H]2Cc3c([nH]c4ccccc34)C(c3cccc(Cl)c3)N2C1=O (stereo not given in full)	-1.3	0.0	-3.6	-42.8	-4.6	-24.6	/	28.6	0.1	-4.2	/
COc1ccc(CN2CCN(Cc3ccc4cc(F)ccc4n3)CC2CCO)c(C)c1C (stereo not given)	-1.3	-0.2	16.7	18.0	2.0	5.9	-5.4	3.5	0.0	1.7	3.9
Cc1ccc(C(=O)N2CCN(c3ccccc3)CC2)cc1S(=O)(=O)N1CCOCC1	-5.7	-0.4	-0.8	4.4	13.8	1.6	-8.9	-2.6	0.3	-0.1	4.0
Cc1ccc(N=N/C(=C\O)C(=O)c2ccncc2)cc1	0.4	1.8	3.8	2.9	-4.6	0.2	-2.7	-10.0	-0.3	-1.9	12.9
CCNc1nc(OC)nc(SCC(N)=O)n1	-1.3	-1.9	1.8	-0.7	6.0	6.1	-6.8	8.9	0.1	-0.6	-13.8
CS(=O)(=O)c1ccc(Cl)c(NC(=O)CCCSc2ccccc2)c1	-2.1	1.6	-3.1	-19.1	5.2	-3.2	-2.4	3.2	0.1	4.0	-1.1
CCCc1cc2c(=O)c(-c3ccccn3)c(C)oc2cc1O	5.8	-2.3	-3.5	-14.8	-40.0	-2.8	-7.6	12.1	-0.1	2.1	16.8
CCOC(=O)c1cnc2scnn2c1=O	-2.9	0.7	-1.4	-25.0	3.5	3.4	-9.6	-14.1	-0.1	/	-5.5
Cc1cc(C)c(/C=N/NC(=O)c2nnn(-c3nonc3N)c2CN2CCC(C)CC2)c(C)c1	-10.9	-0.5	81.9*	15.9	-0.4	31.3	-2.5	1.5	0.0	2.3	0.1
Cn1c(=O)c2nc(-c3ccccc3)oc2c2ccccc21	8.3	-1.8	0.4	13.9	-80.4	-29.9	-5.5	-10.8	-0.2	0.5	2.0
CCOC(=O)N1CCN(C(=O)CNCc2cccs2)CC1	-1.8	-0.6	3.4	-6.9	-3.5	14.1	-4.6	-4.6	0.0	-3.5	7.8
CCOC(=O)Cc1cc(=O)n(-c2nc3ccccc3s2)[nH]1	/	0.0	0.2	-1.9	2.8	-6.8	/	2.2	0.6	0.8	2.7
O=c1cc(N2CCN(c3ccc(F)cc3)CC2)[nH]c(=O)n1C1CCCCC1	-30.0	1.1	9.4	21.8	22.7	31.2	/	18.8	-0.5	7.8	-4.2
